ARNT-TACC3 inh = ARNT/TACC3 interaction disruption; inhibition, % at 9.99 µM; actives 0.66% (n = 390,000); AlphaScreen His-ARNT PAS-B/GST-TACC3 binding, luminescence; TACC3 fragment carries E629A point mutation; AID 623870; Q9Y6A5;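 active means mean inhibition of replicates at least 50% and at least half of replicates each reaching 50%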;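 further: 0% = complete ARNT plus TACC3 wells and 100% = ARNT alone without TACC3; many hits fall short of the cut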
GSIS activator = primary screen for activators of insulin secretion dependent on glucose, INS-1E cells, GLuc reporter luminescence. INS-1E GLuc reporter insulin secretion, 2-3 h. activation, % at 16.6 µM. actives 0.61% (n = 370,000);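 active means lowest replicate activation of at least 40%, so every replicate reaches that level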;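 further: 0% = median of neutral control wells and 100% = median of IBMX positive control wells; some compounds called inactive have numbers as strong as hits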
PGC1a acetyl inh = modulators of PGC1a acetylation; U2OS PGC1a acetylation, AlphaScreen anti-acetyl-lysine; with virally co-expressed GCN5 acetyltransferase; inhibition, % at 15.6 µM; actives 0.17% (n = 350,000); AID 651687;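 active means every replicate shows inhibition of at least 40%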;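 further: 0% = neutral control wells and 100% = positive control wells; some results beyond the cut were filed as inactive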
PglD DTNB = blocks C. jejuni PglD acetyltransferase activity | purified PglD enzyme, DTNB colorimetric CoA detection | inhibition, % at 12.5 µM | actives 0.098% (n = 360,000) | AID 602405; in the data active means inhibition above about 16%, passing the limit was not always enough; further: strong numbers were not always called active
C2C12 statin = suppressors of simvastatin-induced myotoxicity in C2C12 myotubes. actives 0.78% (n = 330,000). AID 602340. ATP luminescence, 48 h; scaled: DMSO 0, geranylgeraniol control 100. rescue of ATP level, % at 7.49 µM;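 active means mean ATP rescue above about 67%, or every replicate alone reaching that limit, limit read from the data, passing the limit was not always enough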;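 further: myotubes were challenged with 10 µM simvastatin during compound exposure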
PAX8 reporter = inhibitors of PAX8 transcriptional activity in RMG-I cells; RMG-I TPO-luciferase reporter, SteadyGlo, 24 h; actives 1.2% (n = 360,000); AID 652154; inhibition, % at 12.6 µM;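 active means mean replicate inhibition at least 60% with every replicate also reaching 60%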;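 further: luciferase light reporting Pax8 driven TPO promoter activity; plate controls were median of neutral control wells for no effect and mitoxantrone controls for full effect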
Cneo AK release = Cryptococcus neoformans lysis via adenylate kinase release; C. neoformans lysis, adenylate kinase release luminescence, 4 h; normalised: neutral wells 0, clomiphene wells 100; lysis activity, % at 15 µM; actives 0.2% (n = 360,000); AID 651654;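 active means mean lysis activity across replicates of at least 80%, whatever share of replicates individually reach that level; inactive means mean lysis activity below 80%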
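Material – log-phase Cryptococcus neoformans yeast cells · Input – 5 × 10^6 yeast cells/mL · Medium – fresh YPD growth medium · Doses – single compound concentration per well · Timing – static 4 h at 37 °C with compound, 1 h detection · Detection – adenylate kinase release luminescence · Read-out – signal increase indicating cell lysis · Control set – Clomiphene as positive lysis control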
LGR2 inh = Drosophila LGR2 receptor signaling inhibition | HEK293 LGR2, CRE-luciferase, bursicon-stimulated, 4 h | inhibition, % at 9.99 µM | actives 0.35% (n = 380,000);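 active means drop in luminescence signal, shown as inhibition above about 50% in the replicate tests, limit read from the data, passing the limit was not always enough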;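 further: agonist challenge used bursicon conditioned medium at about half maximal strength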
* hit, by the source's call; . = not tested or not shown.

#1 COc1ccc(CN2CCn3ncc(C(=O)Nc4cccc(C)c4)c3C2=O)cc1
#2 CC(C)(C)c1ccc(-c2cc(-c3ccccc3O)[nH]n2)cc1
#3 Cc1ccc(C2(O)CN(c3ccccc3C)C3=[N+]2CCS3)cc1 (stereo not given)
#4 Cc1cc(O)c(Sc2ncn[nH]2)cc1NS(=O)(=O)c1ccc(Cl)cc1
#5 COc1cc2ccccc2cc1C(=O)NNC(=O)c1ccccc1O
#6 O=c1[nH]cnc2nn(-c3ccccc3)nc12
compound no.	1	2	3	4	5	6
ARNT-TACC3 inh	-4.9	0.7	-5.2	3.5	-5.1	.
GSIS activator	-26.8	68.4*	-4.6	4.5	2.0	.
PGC1a acetyl inh	-7.8	-2.5	.	-3.0	.	-7.8
PglD DTNB	0.9	5.2	.	0.8	-0.3	-3.4
C2C12 statin	124.0*	-12.2	.	-1.0	14.8	.
PAX8 reporter	.	-76.9	-3.0	6.7	10.2	-67.4
Cneo AK release	-0.9	-12.1	.	-0.6	-1.6	-0.5
LGR2 inh	-27.0	13.5	15.5	-8.8	-0.5	.

The list goes on; the last 3 above are carried over.
#4 Cc1cc(O)c(Sc2ncn[nH]2)cc1NS(=O)(=O)c1ccc(Cl)cc1
#5 COc1cc2ccccc2cc1C(=O)NNC(=O)c1ccccc1O
#6 O=c1[nH]cnc2nn(-c3ccccc3)nc12
#7 Clc1ccc(Cc2noc(-c3cccs3)n2)cc1
#8 NC(=O)Cn1nc(C(F)(F)F)c2c1CCCC2
#9 Cc1ccccc1CNC(=O)C(C)Sc1ccccc1 (stereo not given)
#10 COC(=O)CN1C(=O)C(O)(CC(=O)c2ccc(C)cc2)c2ccccc21 (stereo not given)
#11 Cc1cccc(Cn2nnc3c2C(=O)c2ccccc2C3=O)c1
#12 CCOC(=O)C1(Cc2cccc(OC)c2)CCN(Cc2ccon2)CC1
compound no.	4	5	6	7	8	9	10	11	12
ARNT-TACC3 inh	3.5	-5.1	.	-2.1	-2.7	.	-1.1	4.3	3.1
GSIS activator	4.5	2.0	.	.	17.2	-0.9	.	.	-10.7
PGC1a acetyl inh	-3.0	.	-7.8	-1.1	2.2	.	3.1	.	0.0
PglD DTNB	0.8	-0.3	-3.4	0.8	7.1	-4.9	7.8	-3.4	2.7
C2C12 statin	-1.0	14.8	.	1.1	16.4	8.1	-2.0	-32.8	.
PAX8 reporter	6.7	10.2	-67.4	.	-3.2	-8.7	.	29.9	12.8
Cneo AK release	-0.6	-1.6	-0.5	-0.9	-0.3	-3.1	-0.7	-1.5	19.4
LGR2 inh	-8.8	-0.5	.	.	5.2	16.5	.	.	-6.2

#13 CC(=O)/C=C/c1ccc(C)o1
#14 Cc1cccc2cc(CN(CCCN3CCOCC3)Cc3nnnn3C(C)(C)C)c(=O)[nH]c12
#15 O=C(COc1coc(CN2CCN(c3ccc(F)cc3)CC2)cc1=O)NC1CCCCC1
#16 O=c1c2ccccc2nc(/C=C/c2ccc(O)cc2)n1CCc1ccccc1
#17 O=C(NCc1ccc(F)cc1)C(c1ccccc1)N(CC1CCCO1)C(=O)Cn1nnc2ccccc21 (stereo not given)
#18 CC(=O)Nc1nc(-c2ccccc2)cc(-c2ccco2)c1C#N
compound no.	13	14	15	16	17	18
ARNT-TACC3 inh	-1.8	-0.6	-21.4	-4.3	-3.9	3.3
GSIS activator	-5.2	10.0	3.4	-29.0	-26.0	22.5
PGC1a acetyl inh	.	-12.9	-1.1	.	4.1	1.1
PglD DTNB	-1.0	3.6	4.5	-5.5	3.9	3.6
C2C12 statin	-5.5	4.7	5.2	-8.9	.	19.6
PAX8 reporter	2.7	.	9.0	0.2	4.1	-6.6
Cneo AK release	0.0	1.3	0.5	-2.9	-1.8	0.6
LGR2 inh	-2.6	10.0	-15.1	17.2	.	3.9

#19 CSc1ccccc1OCc1cc(C(=O)NCCc2nc(C)cc(C)n2)no1
#20 O=C1CCC(C(=O)N2CCSCC2)CN1Cc1cccc(C(F)(F)F)c1 (stereo not given)
#21 Cc1noc(C)c1C(=O)OCC(=O)NC(=O)c1ccc(C(C)(C)C)cc1
#22 C[C@H]1CN([C@@H](C)CO)C(=O)c2cc(C#Cc3cccnc3)cnc2O[C@H]1CN(C)S(=O)(=O)c1ccccc1F
#23 COc1ccc(NC(=O)N(C)C[C@@H]2Oc3c(NS(=O)(=O)c4ccc(OC)cc4)cccc3C(=O)N([C@@H](C)CO)C[C@H]2C)cc1
#24 O=C(CC1C(=O)N(c2ccccc2)C(=O)N1C1CCCCC1)Nc1ccccc1 (stereo not given)
compound no.	19	20	21	22	23	24
ARNT-TACC3 inh	-4.5	0.1	.	-3.2	-0.8	-4.8
GSIS activator	-20.5	4.8	-21.3	-0.1	-3.0	.
PGC1a acetyl inh	.	.	10.2	-4.1	8.2	3.2
PglD DTNB	-2.2	-0.6	4.7	-4.3	0.1	-0.8
C2C12 statin	-13.0	.	8.2	7.5	5.8	29.0
PAX8 reporter	-71.2	-4.9	2.3	-8.0	-13.0	.
Cneo AK release	3.7	-0.3	0.0	-4.5	-0.4	2.1
LGR2 inh	-8.0	10.9	-11.7	10.6	2.7	.

#25 Cc1ccc(N(CCC#N)C(=O)COC(=O)C2=COCCO2)cc1
#26 N#Cc1c(NC(=O)CN2C(=O)c3ccccc3C2=O)oc(-c2ccccc2)c1-c1ccccc1
#27 CCOc1cc(/C=N\Nc2nc(-c3ccc(C)cc3)c(NC(C)=O)s2)ccc1O
#28 CCNC(=S)N1CCNC(=O)C1CC(=O)OC (stereo not given)
#29 CCOC(=O)Cn1c(=O)oc2cc(S(=O)(=O)NCc3ccccn3)ccc21
#30 Cc1ccccc1S(=O)(=O)NCC[C@H]1CC[C@H](NC(=O)C2CC2)[C@H](CO)O1
compound no.	25	26	27	28	29	30
ARNT-TACC3 inh	-1.6	-4.3	5.3	-8.8	12.0	-20.5
GSIS activator	-3.9	-19.6	7.3	8.1	.	3.1
PGC1a acetyl inh	.	2.4	-0.7	30.9	9.0	-3.2
PglD DTNB	-0.2	-3.4	.	-3.1	-4.4	-1.2
C2C12 statin	9.6	.	.	-5.9	-2.2	-0.2
PAX8 reporter	-5.5	.	4.3	-6.0	2.7	-2.1
Cneo AK release	1.9	10.1	.	-3.4	1.6	-7.7
LGR2 inh	0.3	5.3	17.3	-1.7	4.5	-4.3

#31 CNS(=O)(=O)c1ccc(NC(=O)Nc2ccc3c(c2)OCO3)cc1
#32 Cc1ccc(-c2noc(-c3cccs3)n2)cc1
#33 O=S(=O)(c1ccc(F)cc1)N1CCCCN2[C@H](CO)[C@@H](c3ccc(C#CC4CC4)cc3)[C@H]2C1
#34 Brc1ccc(OCCN2CCOCC2)cc1
#35 CC(C)(C)NC(=O)CSc1nncn1-c1ccccc1
#36 CCC1CCc2c(sc(NC(=O)c3cnccn3)c2C(N)=O)C1 (stereo not given)
compound no.	31	32	33	34	35	36
ARNT-TACC3 inh	.	-5.2	1.5	-4.0	2.2	0.7
GSIS activator	25.4	-6.8	-18.1	5.5	-11.3	2.8
PGC1a acetyl inh	.	0.6	-2.1	.	.	6.5
PglD DTNB	3.7	3.5	-7.1	2.4	.	1.9
C2C12 statin	-10.4	2.2	52.2	17.7	3.5	5.6
PAX8 reporter	-200.1	.	14.6	-22.7	.	-3.3
Cneo AK release	-2.2	-7.6	40.8	-0.1	.	-1.2
LGR2 inh	-55.4	70.3*	10.2	3.1	13.7	-23.0

#37 COc1cccc(NC(=O)N2C[C@H](O)COC[C@@H]3O[C@@H](CC(=O)NCc4ccccc4F)CC[C@H]32)c1
#38 CS(=O)(=O)N1CCN=C1SCc1cccc(F)c1
#39 COCC#Cc1ccc2c(c1)O[C@@H](CN(C)S(C)(=O)=O)[C@H](C)CN([C@H](C)CO)S2(=O)=O
#40 N#Cc1cccnc1N1CCN(C(=O)COCC(=O)O)CC1
#41 Cc1c(C)c2ccc(OCC(=O)NC3CCN(Cc4ccccc4)CC3)cc2oc1=O
#42 CC1CCN(C(=O)CS(=O)(=O)Cc2ccccc2)CC1
compound no.	37	38	39	40	41	42
ARNT-TACC3 inh	4.6	-2.6	0.8	-2.3	1.2	3.7
GSIS activator	19.7	6.1	9.2	-5.7	32.3	4.4
PGC1a acetyl inh	-0.7	6.3	0.6	.	-21.2	.
PglD DTNB	-1.8	-0.9	5.4	.	0.3	5.7
C2C12 statin	-23.8	-4.7	-10.3	.	1.3	2.9
PAX8 reporter	.	-16.1	.	2.5	-14.5	-79.6
Cneo AK release	-3.4	-1.7	54.1	.	3.3	5.7
LGR2 inh	-14.9	5.3	16.6	7.1	-25.5	-31.2

#43 O=C1OCCN1C(=O)[C@H]1[C@H](c2ccc(Cl)cc2)C(c2ccccc2)=NN1c1ccc(Br)cc1
#44 COc1ccc(NC(=O)c2scc(S(=O)(=O)C(C)C)c2N)cc1
#45 Cc1ccccc1C(=O)Nc1ccc(O)cc1C(=O)O
#46 Cc1c(C(C)CCCO)oc(=O)c2c1Oc1c(C)c(C(C)C[C@H](C)O)oc(=O)c1C2 (stereo not given in full)
#47 COc1cccc(CC(=O)Nc2nc(-c3cccnc3)cs2)c1
#48 O=C(N/N=C/C=C/c1ccccc1)c1cccs1
compound no.	43	44	45	46	47	48
ARNT-TACC3 inh	-25.0	-8.0	-0.7	16.7	4.6	3.4
GSIS activator	24.7	-8.6	10.2	-4.9	9.3	-2.0
PGC1a acetyl inh	5.8	2.7	2.5	1.1	.	1.0
PglD DTNB	-3.8	.	2.2	-4.6	.	.
C2C12 statin	15.7	-40.3	-0.1	3.3	.	.
PAX8 reporter	10.7	-66.3	-7.9	-8.1	12.3	-6.8
Cneo AK release	-0.2	.	-1.1	-0.3	.	.
LGR2 inh	25.2	-44.0	-18.0	3.3	9.3	25.6

#49 C[C@H]1C=C(C(=O)O)O[C@@H](OCc2ccc(CO)cc2)C1
#50 O=[N+]([O-])c1cc(C(F)(F)F)cc([N+](=O)[O-])c1NCc1cccnc1
#51 Cc1ccc(OC(=O)N(C)C[C@H]2OCc3ccccc3-c3ccccc3C(=O)N([C@H](C)CO)C[C@H]2C)cc1
#52 Cn1c(=O)n(C)c2cc(S(=O)(=O)Nc3ccccc3C(=O)O)ccc21
#53 COc1cccc(-c2cnc(NCc3cc(Cl)ccc3O)n2C)c1
#54 Cc1ccccc1-c1ccc([C@@H]2[C@@H](CO)N3C(=O)CN(C(=O)c4ccncc4)C[C@H]23)cc1
compound no.	49	50	51	52	53	54
ARNT-TACC3 inh	3.6	-4.1	8.3	1.7	22.0	.
GSIS activator	-4.1	24.1	4.3	.	.	0.1
PGC1a acetyl inh	-13.8	.	-2.1	.	7.3	-8.3
PglD DTNB	3.7	.	-0.6	-3.8	3.5	.
C2C12 statin	14.2	.	17.2	0.4	-13.0	.
PAX8 reporter	-20.5	14.5	.	-15.1	.	1.2
Cneo AK release	1.3	.	-1.2	0.7	1.5	.
LGR2 inh	4.0	-6.1	-0.7	.	.	3.4

#55 Cc1cccc(COCC(Cc2ccccc2)N2CCN(C(=O)c3ccc(Cl)c(Cl)c3)CCC2=O)c1 (stereo not given)
#56 COc1ccc(CN(C)C(c2ccccc2)c2nnnn2-c2ccccc2C)c(OC)c1C (stereo not given)
#57 CCOc1ccccc1N1CCN(Cc2cc3c(cc2[N+](=O)[O-])OCO3)CC1
#58 CCOCCCNS(=O)(=O)c1ccc2c(c1)CCN2C(=O)CC
#59 Cn1nnc2c(NCc3ccco3)nccc21
compound no.	55	56	57	58	59
ARNT-TACC3 inh	-24.1	-0.3	11.9	-13.5	-3.0
GSIS activator	.	.	-4.8	.	21.7
PGC1a acetyl inh	-7.5	-26.9	-8.9	3.8	-2.1
PglD DTNB	-2.7	0.7	2.3	-2.4	5.3
C2C12 statin	6.4	-3.5	1.0	.	.
PAX8 reporter	7.2	.	19.0	.	.
Cneo AK release	-2.7	0.9	1.6	-0.2	-1.4
LGR2 inh	.	.	5.5	.	.
